RGS4-Gao reg – modulators of RGS4 binding to Galphao, primary screen, biochemical, multiplexed bead flow cytometry; Guanine nucleotide-binding protein G(o) subunit alpha (Homo sapiens), P09471; actives lie on both sides; binding response (% of control), % at 10 µM; 0.33% of 220,000 active; AID 1415, 2008; in the data active = binding response below about 49% or above about 150%; inactive = in between;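 also: fluorescent Galphao activated with aluminum fluoride binding bead-coupled RGS4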
Mcl1 Noxa PPI – Mcl-1/Noxa binding inhibitors, primary screen, biochemical, TR-FRET, 1536-well. TR-FRET Mcl-1/Noxa peptide binding, 2 h. inhibition, % at 21.7 µM. 1.5% of 220,000 active;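 active = compounds that cut the protein-peptide binding signal by more than 50% relative to plate controls in a single-dose test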;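 also: His-tagged Mcl-1 with rhodamine Noxa BH3 peptide and terbium anti-His antibody; 0% = Mcl-1 plus Noxa peptide wells and 100% = peptide-only wells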
Mcl-1 Bim block – inhibitors of Bim peptide binding to Mcl-1, primary screen, biochemical, bead-based flow cytometry, multiplex. Induced myeloid leukemia cell differentiation protein Mcl-1 (Homo sapiens), Q07820. Bim peptide-Mcl-1 binding. inhibition, % at 10 µM. 0.1% of 190,000 active. AID 1009, 2008;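 also: 0% = no compound tracer wells and 100% = peptide blocker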
Bfl-1 Bim block – inhibitors of Bim binding to Bfl-1, primary screen, biochemical, multiplexed, bead-based flow cytometry | Bcl-2-related protein A1 (Homo sapiens), Q16548 | Bim-Bfl-1 binding inhibition | inhibition, % at 10 µM | 0.12% of 190,000 active;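 also: 0% = wells without compound plus tracer and 100% = blocker peptide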
Bcl-2 Bim block – inhibitors of Bim-Bcl-2 binding, primary screen, biochemical, multiplexed, human Bcl-2 family | Apoptosis regulator Bcl-2 (Homo sapiens), P10415 | Bead-based flow cytometry, Bim peptide-Bcl-2 binding | inhibition, % at 10 µM | 0.06% of 190,000 active; in the data active = inhibition above about 40%; inconclusive = no clear call, values can overlap the other calls;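 also: 0% = no compound wells with probe peptide and 100% = reference peptide inhibitor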
Target sequence (P10415 whole entry, looked up): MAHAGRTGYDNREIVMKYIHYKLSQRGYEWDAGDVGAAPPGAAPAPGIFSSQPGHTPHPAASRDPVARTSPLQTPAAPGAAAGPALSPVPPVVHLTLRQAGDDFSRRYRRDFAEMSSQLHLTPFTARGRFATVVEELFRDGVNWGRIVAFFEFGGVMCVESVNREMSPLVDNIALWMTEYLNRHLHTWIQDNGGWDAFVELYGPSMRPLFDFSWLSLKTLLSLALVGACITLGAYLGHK
RGS8-Gao – RGS8-Galphao binding modulators, primary screen, biochemical, multiplexed bead flow cytometry | response (percent of control binding), % at 10 µM | 0.34% of 220,000 active | AID 1423, 2008 | actives lie on both sides | Guanine nucleotide-binding protein G(o) subunit alpha (Homo sapiens), P09471; in the data active = response below about 60% or above about 140%; inactive = in between;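 also: Galphao activated as the GDP aluminium fluoride complex binding bead-coupled RGS8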
RGS7-Gao – RGS7-Galphao binding modulators, primary screen, biochemical, multiplexed bead flow cytometry | Guanine nucleotide-binding protein G(o) subunit alpha (Homo sapiens), P09471 | actives lie on both sides | binding response (% of control), % at 10 µM | 0.35% of 220,000 active; in the data active = binding response below about 49% or above about 150%; inconclusive = no clear call, values can overlap the other calls; inactive = in between;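 also: fluorescent Galphao held in activated GDP-AlF4 state binding bead-coupled RGS7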
Bim-Bcl-B – inhibitors of Bim-Bcl-B binding, primary screen, biochemical, multiplexed, human Bcl-2 family. inhibition, % at 10 µM. Bcl-2-like protein 10 (Homo sapiens), Q9HD36. bead-based flow cytometry, Bim peptide-Bcl-B binding. 0.073% of 190,000 active;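 also: 0% = tracer peptide without compound and 100% = reference inhibitor peptide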
Target sequence (Q9HD36 whole entry, looked up): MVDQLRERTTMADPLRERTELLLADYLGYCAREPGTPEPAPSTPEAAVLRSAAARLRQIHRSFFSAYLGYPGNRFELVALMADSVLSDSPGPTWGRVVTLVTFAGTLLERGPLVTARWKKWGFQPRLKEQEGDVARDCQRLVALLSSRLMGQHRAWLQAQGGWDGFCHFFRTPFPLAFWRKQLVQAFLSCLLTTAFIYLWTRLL
Mcl1-Bid inh – Mcl-1/Bid binding inhibitors, primary screen, biochemical, TR-FRET, 1536-well. inhibition, % at 21.7 µM. TR-FRET Mcl-1/Bid-Dy647 peptide binding. 0.97% of 220,000 active. Induced myeloid leukemia cell differentiation protein Mcl-1 (Homo sapiens), Q07820. AID 1021, 2008;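 active = compounds that cut the binding signal by more than half at the single screening dose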;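 also: His-tagged Mcl-1 with europium anti-His antibody binding Bid BH3 peptide; 0% = Mcl-1 plus peptide wells and 100% = peptide-only wells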
Bcl-W Bim block – inhibitors of Bim binding to Bcl-W, primary screen, biochemical, multiplexed, bead-based flow cytometry. Bcl-2-like protein 2 (Homo sapiens), Q92843. Bim peptide-Bcl-W binding. inhibition, % at 10 µM. 0.02% of 190,000 active. AID 952, 2007;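 also: 0% = bound tracer without compound and 100% = peptide blocker; higher means less fluorescent Bim peptide bound to Bcl-W beads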
Target sequence (Q92843 whole entry, looked up): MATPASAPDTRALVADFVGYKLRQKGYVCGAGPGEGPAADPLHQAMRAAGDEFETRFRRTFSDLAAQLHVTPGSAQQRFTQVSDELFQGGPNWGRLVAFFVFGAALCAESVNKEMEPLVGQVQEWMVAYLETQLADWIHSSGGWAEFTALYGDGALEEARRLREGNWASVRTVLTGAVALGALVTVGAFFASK
Bim-Bcl-XL – inhibitors of Bim-Bcl-XL binding, primary screen, biochemical, multiplexed, bead flow cytometry, human Bcl-XL. Bim peptide-Bcl-XL binding, fluorescence. inhibition, % at 10 µM. 0.04% of 190,000 active. AID 1007, 2008
Target sequence (Q07817 whole entry, looked up): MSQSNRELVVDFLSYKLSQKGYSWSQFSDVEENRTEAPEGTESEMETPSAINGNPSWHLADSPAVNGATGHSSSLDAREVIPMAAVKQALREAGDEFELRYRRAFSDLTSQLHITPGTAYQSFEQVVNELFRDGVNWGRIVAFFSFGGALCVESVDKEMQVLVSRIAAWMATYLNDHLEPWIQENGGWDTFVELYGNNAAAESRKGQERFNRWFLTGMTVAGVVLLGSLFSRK
* hit, by the source's call; ? = inconclusive; · = not tested or not shown. Rule as the data show it, unless noted: active = inhibition above about 40%. Outcome played no part in choosing rows. Share with any hit: about 2.7%.

Value order: RGS4-Gao reg	Mcl1 Noxa PPI	Mcl-1 Bim block	Bfl-1 Bim block	Bcl-2 Bim block	RGS8-Gao	RGS7-Gao	Bim-Bcl-B	Mcl1-Bid inh	Bcl-W Bim block	Bim-Bcl-XL
1. Cc1ccc(N2C(=O)SC(N(CC(=O)O)c3cccc(C)c3)C2=O)cc1 (centres undefined)
 : 102	22	-4	-6	-8	103	104	-8	-18	-4	-21
2. Cc1ccc(CSCc2ccc(C(=O)NC3CCCC3)o2)cc1
 : 99	1	2	-3	-2	101	93	0	-9	0	-1
3. CCn1c2ccccc2c2cc(N=C3SC(CC(=O)Nc4ccccc4)C(=O)N3C)ccc21 (centres undefined)
 : 102	6	-4	-3	-3	101	98	-1	-17	-3	-3
4. CC1CC=C(c2ccccc2)C(=S)N1 (centres undefined)
 : 97	-31	·	·	·	97	?	·	-127	·	·
5. CCOc1ccc(C(=O)Nc2c3c(nn2C(C)(C)C)CSC3)cc1OCC
 : 102	-12	0	-20	-8	101	98	-4	-60	-3	-12
6. FC(F)(F)c1ccc(-c2nc(=S)[nH][nH]2)cc1
 : 91	-12	·	·	·	99	?	·	-45	·	·
7. O=C(CSc1nccc(=O)[nH]1)Nc1ccc2c(c1)OCCO2
 : 95	-1	0	-3	-6	96	95	-3	-3	-4	0
8. O=C(O)CCc1nn2c3ccccc3n(CC(=O)O)c2nc1=O
 : 104	20	-1	-3	0	100	103	-2	5	0	-1
9. Cc1ccc(SCC(=O)N2CCc3ccccc32)cc1
 : 91	11	-2	-2	-1	94	97	-7	6	-4	-4
10. CC(C)(C)c1ccc(C(=O)N2CCC(C(=O)NCCC3=CCCCC3)CC2)cc1
 : 103	-2	5	7	10	101	101	14	-29	5	6
11. C=CCOC(=O)C1=C(C)OC(N)=C(C#N)C1c1ccc2c(c1)OCO2 (centres undefined)
 : 107	1	-5	-17	-8	101	101	-10	-11	-3	-5
12. CC(O)(C#CCN1CCOCC1)c1ccccc1 (centres undefined)
 : 98	25	-3	-15	-11	100	97	-12	36	-1	-2
13. COc1ccc(-c2oc3ccccc3c(=O)c2OC(C)=O)cc1
 : 93	-8	-2	-7	-4	100	94	-6	-7	0	-3
14. CCN(CCn1cccn1)Cc1nc(-c2ccccc2)no1
 : 102	2	-2	-6	-5	101	105	-3	-14	0	-6
15. COc1cc(C(C(=O)NC2CCCCC2)N(Cc2cccs2)C(=O)Cc2c[nH]c3ccccc23)cc(OC)c1OC (centres undefined)
 : 103	13	-4	-15	-13	103	101	-8	-15	-1	-2
16. CCCSc1nc(=S)n(Cc2ccccc2)c(C)c1C(C)=O
 : 101	-1	0	-6	-4	101	?	-5	-11	-4	-3
17. CCOc1ccccc1C(=O)Nc1ccc(S(=O)(=O)N2CCOCC2)cc1
 : 101	5	-2	-19	-8	100	100	-8	0	2	-4
18. CCNC(=S)NNC(=O)c1cc(CC(C)C)nc2ccccc12
 : 104	-41	-2	0	-3	103	107	-4	-152	-4	0
19. CCCc1cc(=O)[nH]c(SCC(=O)Nc2ccccc2C#N)n1
 : 101	-3	-1	-2	-3	102	102	0	-35	0	-2
20. CC(C)C(c1nnnn1Cc1ccc(F)cc1)N1CCN(C2CCCC2)CC1 (centres undefined)
 : 103	-3	0	6	2	101	?	7	-33	3	2
21. O=C(NCc1ccco1)c1ccc2c(=O)n(Cc3ccco3)c(SCC(=O)N3CCCC3)nc2c1
 : 78	54*	-2	-5	0	94	93	-5	0	0	-3
22. CCCC(=O)NC(NC(=S)Nc1ccc(S(N)(=O)=O)cc1)C(Cl)(Cl)Cl (centres undefined)
 : 102	11	-13	-15	-12	103	105	-12	-72	-7	-10
23. Cc1cc(C)cc(Oc2ccccc2/C=C\C(=O)O)c1
 : 101	7	0	2	-2	96	98	0	3	0	0
24. Cc1cccc(OCCSCc2nc3ccccc3[nH]2)c1
 : 102	20	-1	-2	0	98	97	0	-14	-1	-1
25. CC1CC(C)CN(S(=O)(=O)c2ccc(C(=O)N3CCN(c4ccccc4)CC3)cc2)C1 (centres undefined)
 : 91	-1	1	-4	0	95	89	0	-83	-2	1
26. O=S(=O)(NCCc1cn2ccccc2n1)c1ccc(F)c(C(F)(F)F)c1
 : 105	0	-8	-1	-6	110	103	-2	-16	-4	-12
27. Cc1csc(SCC(=O)Nc2ncc(Cl)c(C)c2Cl)n1
 : 101	-8	0	4	7	100	101	5	-13	5	1
28. CC(C)(C)C(=O)NC(=S)NCCc1ccccc1
 : 97	5	3	4	0	92	101	3	-46	-1	2
29. O=C(NCC1CCCO1)C1CC(=O)N(c2ccc(F)c(Cl)c2)C1 (centres undefined)
 : 98	-2	2	-7	-5	100	94	-4	-21	0	-3
30. O=C(c1cccnc1)N1CCN(c2ccc3ccccc3n2)CC1
 : 97	10	-1	-4	-2	101	99	-1	4	-1	-1

One compound at a time (already shown). Order of screens: RGS4-Gao reg | Mcl1 Noxa PPI | Mcl-1 Bim block | Bfl-1 Bim block | Bcl-2 Bim block | RGS8-Gao | RGS7-Gao | Bim-Bcl-B | Mcl1-Bid inh | Bcl-W Bim block | Bim-Bcl-XL
`CC1CC=C(c2ccccc2)C(=S)N1` (centres undefined) across the screens: 97 | -31 | · | · | · | 97 | ? | · | -127 | · | ·
`C=CCOC(=O)C1=C(C)OC(N)=C(C#N)C1c1ccc2c(c1)OCO2` (centres undefined) across the screens: 107 | 1 | -5 | -17 | -8 | 101 | 101 | -10 | -11 | -3 | -5
`CC(C)(C)C(=O)NC(=S)NCCc1ccccc1` across the screens: 97 | 5 | 3 | 4 | 0 | 92 | 101 | 3 | -46 | -1 | 2

Next part.
Value order: RGS4-Gao reg	Mcl1 Noxa PPI	Mcl-1 Bim block	Bfl-1 Bim block	Bcl-2 Bim block	RGS8-Gao	RGS7-Gao	Bim-Bcl-B	Mcl1-Bid inh	Bcl-W Bim block	Bim-Bcl-XL
31. O=C(CO/N=C/c1cccc([N+](=O)[O-])c1)Nc1ccc2ccccc2c1
 : 101	-2	5	-11	0	100	98	-2	-43	0	-2
32. C/C=C(/C)C(=O)O[C@@H]1c2cc3c(c(OC)c2-c2c(cc(OC)c(OC)c2OC)[C@@H](OC(C)=O)[C@@H](C)[C@H]1C)OCO3
 : 103	3	·	·	·	100	?	·	-20	·	·
33. COc1cccc(N2CC(C(=O)Oc3ccc4ccccc4c3)CC2=O)c1 (centres undefined)
 : 100	15	-3	-13	-4	99	101	-7	-13	0	-6
34. O=C(NC(=S)NCCN1CCOCC1)c1ccc(F)cc1
 : 98	-11	-3	-3	-2	101	99	-5	-16	-2	-4
35. COc1ccc(CCNC(=O)CC2SC(=NCCC(C)C)NC2=O)cc1OC (centres undefined)
 : 100	-26	-4	-7	-5	99	99	-12	-67	-5	-13
36. Cc1cc(C)n(-c2c(F)c(F)c(COC(=O)c3ccccc3)c(F)c2F)n1
 : 102	-33	-7	-14	-5	101	101	-8	-15	-3	-10
37. Cc1ccc(-c2c[n+](=O)c3c(n2[O-])CCC3)cc1
 : 101	-6	·	·	·	101	?	·	-22	·	·
38. O=C(Cn1c(=O)n(Cc2ccco2)c(=O)c2cc(Cl)ccc21)NCC1CCCO1 (centres undefined)
 : 79	-1	0	-2	-2	90	84	0	-30	-3	-2
39. CCN(CC)C(=O)CNC(=O)Cc1ccc(Cl)cc1
 : 94	11	-9	-4	-4	100	94	-4	-11	0	-1
40. COCCCNC(=O)CCn1c(=O)c2ccccc2n(CC(=O)Nc2c(C)cccc2C)c1=O
 : 104	-5	0	-9	-3	103	102	-8	-2	-3	-8
41. CC1CCN(C(=S)SCc2nc(N)nc(Nc3ccccc3)n2)CC1
 : 102	13	·	·	·	101	?	·	-39	·	·
42. CC(C)Cc1cc(CN2CCC(CO)(Cc3ccccc3)CC2)[nH]n1
 : 106	6	·	·	·	104	?	·	-8	·	·
43. CO/N=C(/c1nonc1N)N1CCN(c2ccc([N+](=O)[O-])cc2)CC1
 : 98	·	-2	-14	-10	101	95	-4	-16	1	-2
44. CC(C)(C)n1ncc2c(=O)n(Cc3ccc(Cl)cc3)cnc21
 : 99	-6	0	-13	-1	102	95	-3	-10	-2	-3
45. COC(=O)c1cc(NC(=O)c2ccco2)ccc1N1CCOCC1
 : 103	-19	·	·	·	101	?	·	-15	·	·
46. Cc1c(N)cccc1-n1cnnn1
 : 98	-2	1	-4	0	100	?	0	-19	1	1
47. O=C(CN(C(=O)c1csnn1)c1ccc(F)cc1)NCc1ccc(F)cc1
 : 100	5	2	-4	0	102	101	0	-13	0	-1
48. COc1ccc(C2=NNC(c3cccnc3)=Nc3ccccc32)cc1
 : 99	0	-1	-5	-1	99	103	0	-14	-3	0
49. CCOC(=O)c1sc(NC(=O)CSc2ncn(-c3ccccc3)n2)nc1C
 : 100	-14	-4	-16	-10	100	99	-11	-13	0	-8
50. CCOC(=O)CN1NC2(CCC(C(C)(C)C)CC2)NC1=S (centres undefined)
 : 92	13	0	0	-3	96	97	-9	-36	-3	-4
51. Cn1c(=O)oc2cc(S(=O)(=O)N3CCN(c4ccc(F)cc4)CC3)ccc21
 : 103	-8	0	-10	-8	105	102	-10	-18	0	-3
52. COc1ccc2c(c1)c(C(O)CN1CCC(Cc3ccccc3)CC1)c(C)n2C (centres undefined)
 : 105	1	-1	0	0	99	104	-1	-59	-1	-4
53. CCCCOc1cccc(C(=O)Nc2ccc(N3CCN(CC)CC3)cc2)c1
 : 108	6	-5	0	-1	127	109	0	-32	2	20
